# ELG1 genotox: qHTS screen for small molecules that induce genotoxicity in human embryonic kidney (HEK293T) cells expressing luciferase-tagged ELG1; HEK293T ELG1-luciferase reporter, luminescence, 16 h; Potency, µM (series often up to 46 µM), without a hit: at the highest dose activity change, positive = activation, hits mostly activators; 330,000 compounds, 1.3% hits; AID 504466, 2011; further: % of control where 0% means no effect; nearly all actives have a fitted effect of over 60% in size
#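 Luminescence read-out: rising ELG1-luciferase signal, reflecting elevated ELG1 protein under genetic stress, flags genotoxic compounds. Cells were treated for 16 hr at 37 °C before ONE-Glo detection.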
# FLuc counter: qHTS profiling assay for firefly luciferase inhibitor/activator using purifed enzyme and Km concentrations of substrates (counterscreen for miR-21 project) | purified FLuc, Km substrates, luminescence inhibition | Potency, µM (highest dose often 57.5 µM), inactives show at the highest dose activity change, negative = inhibition, most hits filed as inhibitors | 360,000 compounds, 6.9% hits;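 further: plate controls were vehicle for no effect and reference inhibitor for full effect; nearly all actives have a fitted effect of over 55% in size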
#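 Biochemical qHTS of compounds, final roughly 60 µM downward over six points, against 10 nM purified firefly luciferase using Km concentrations of substrates (10 uM D-luciferin, 10 uM ATP) in Tris acetate pH 7.5 buffer; luminescence output.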
# MBNL1-CUG inh: qHTS Assay for Inhibitors of MBNL1-poly(CUG) RNA binding; TR-FRET MBNL1-His/biotin-(CUG)12 binding, 665/545 ratio; Muscleblind-like protein 1 (Homo sapiens), Q9NR56; 280,000 compounds, 0.036% hits; Potency, µM (doses to about 57.5 µM), for the others: at the highest dose activity change, negative = inhibition, actives largely listed as inhibitors; active means well fitted inhibition curve with a large enough effect in the signal ratio, with a control signal flat, not every such curve was filed as active; inconclusive means small, poorly fitted or top-dose-only effect, or effect the other way, or a change in a side signal; inactive means no such curve, though single readings can be large or run the other way; the % refers to the signal ratio; further: on the % scale 0 is the no-effect control and ±100 the full control effect
#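 TR-FRET between His-tagged MBNL1 and biotin-(CUG)12 RNA, detected with Tb anti-His antibody (0.055 ng/ul) and streptavidin-XL665 (5 nM), 60 min at room temperature. Compounds titrated 92 nM to 58 uM; 665/545 nm ratio normalized to buffer and complex controls.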
# Rab9 promoter act: qHTS Assay for Rab9 Promoter Activators | Huh7 Rab9 promoter-luciferase reporter, luminescence, 24 h | Potency, µM (top dose mostly 9.22 µM), for inactives: at the top dose activation, negative = inhibition, usual class: activators | 320,000 compounds, 2.8% hits | AID 485297, 2010; further: % of control where 0% means no effect; nearly all actives have a fitted effect of over 60% in size
#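 Luminescence read-out: Huh7 cells stably expressing Rab9-luciferase, treated 24 h with compound at 37 °C, then lysed with luciferase reagent for 10 min at ambient before reading.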
# uPA surface inh: qHTS for Inhibitors of Cell Surface uPA Generation; cell surface uPA generation assay, qHTS; Potency, µM (top dose mostly 38.3 µM), for inactives: at the highest dose activity change, negative = inhibition, usual class: inhibitors; 330,000 compounds, 0.31% hits; AID 540303, 2011; active means well fitted inhibition curve with a large enough effect; inconclusive means small, poorly fitted or top-dose-only effect; inactive means no such curve, though single readings can be large or run the other way; tested in mouse RAW 264.7 cells; further: on the % scale 0 is the no-effect control and ±100 the full control effect; nearly all actives have a fitted effect of over 55% in size
# NPC1 prom act: qHTS Assay for NPC1 Promoter Activators; Huh7 NPC1 promoter luciferase reporter, 24 h; Potency, µM (highest dose often 9.22 µM), for inactives: at the top dose activation, hits mostly activators; 320,000 compounds, 2.4% hits;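 further: % of control where 0% means no effect; nearly all actives have a fitted effect of over 60% in size; reporter is driven by a mutant NPC1 promoter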
#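 Luciferase expression driven by the NPC1 promoter was measured in stably transfected Huh7 cells after a 24 h compound incubation, using a luciferase reagent and a luminescence read.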
# MLL CXXC-DNA inh: qHTS Fluorescence Polarization Assay for Inhibitors of MLL CXXC domain - DNA interaction | Histone-lysine N-methyltransferase 2A (Homo sapiens), Q03164 | MLL-CXXC / FITC-HOXA9 DNA fluorescence polarization | Potency, µM (doses to about 115 µM), for inactives: at the top dose activity change, negative = inhibition, most hits filed as inhibitors | 290,000 compounds, 0.037% hits; active means well fitted inhibition curve with a large enough effect in the polarisation, with a control signal flat, not every such curve was filed as active; inconclusive means small, poorly fitted or top-dose-only effect, or effect the other way, or a change in a side signal; inactive means no such curve, though single readings can be large or run the other way; the % refers to the polarisation
#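 Purified MLL-CXXC (added from a 7 uM solution) was preincubated 5 min at ambient with pinned compounds in 50 mM Tris-HCl pH 7.5, 50 mM NaCl, 1 mM DTT, 0.05% BSA. Fluorescein-labeled HOX-A9 DNA (50 nM solution) followed, 30 min, then polarization read.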
# RORg inh: qHTS for inhibitors of ROR gamma transcriptional activity. Nuclear receptor ROR-gamma (Mus musculus), P51450. Drosophila S2 Gal4-RORgamma UAS-luciferase reporter, 20 h. Potency, µM (doses to about 53.6 µM), for inactives: at the highest dose activity change, negative = inhibition, most hits filed as inhibitors. 310,000 compounds, 5.4% hits. AID 2551, 2010; further: on the % scale 0 is the no-effect control and ±100 the full control effect; nearly all actives have a fitted effect of over 60% in size
#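 Stably transfected Drosophila Schneider cells are the test system, with ROR gamma fused to Gal4 and luciferase under UAS control; luminescence is read after 20 hr of 700 uM copper sulfate induction at ambient temperature.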
# VP16 counter: VP16 counterscreen qHTS for inhibitors of ROR gamma transcriptional activity. Drosophila S2 Gal4-VP16 UAS-luciferase, luminescence, 20 h. Potency, µM (titrated, usually from 53.6 µM), for inactives: top-dose activity, negative = inhibition, actives largely listed as inhibitors. 310,000 compounds, 3.5% hits;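 further: Gal4-VP16 expression switched on by copper sulfate through the metallothionein promoter; on the % scale 0 is the no-effect control and ±100 the full control effect; nearly all actives have a fitted effect of over 50% in size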
# BRCA1 expr up: qHTS Assay to Identify Small Molecule Activators of BRCA1 Expression; AID 624202, 2012; 380,000 compounds, 1.1% hits; MCF7-BRCA1-FFLuc reporter, luminescence, 48 h; response scale: scaled: vehicle 0%, 10 µM genistein 100%; Potency, µM (top dose mostly 46.1 µM), without a hit: at the highest dose activation, hits mostly activators; further: nearly all actives have a fitted effect of over 80% in size; some results filed as inactive show a strong effect at the top dose
#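 First, MCF7-BRCA1-FFLuc cells (2000/well) attach for 2 h; next, compounds are pin-added and incubated 48 h at 37 °C; finally, luciferase reagent is added and luminescence read after 15 min.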
# p53 reactivator: qHTS assay for re-activators of p53 using a Luc reporter; H1299 p53-A138V BP100-luciferase reporter, luminescence, 24 h; Potency, µM (highest dose often 92.2 µM), without a hit: top-dose activity change, positive = activation, most hits filed as activators; 320,000 compounds, 0.063% hits; AID 504706, 2011; further: % of control where 0% means no effect; nearly all actives have a fitted effect of over 45% in size
#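 p53-null H1299 cells stably carrying temperature-sensitive p53-A138V and a BP100-luciferase reporter were pinned with compounds (4-point, 1:5 series) and held 24 hrs at 37 deg C. Luminescence was read 10 min after detection reagent.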
# Active calls of the source: *; ? = inconclusive; / = not tested or not shown; & = joins results of further samples; [ ] = another dose, or the depositor's remark. Unless noted, the call rests on the fitted dose curve; in most records, active means well fitted curve in the direction sought with a large enough effect; inconclusive means small, poorly fitted or top-dose-only effect, or another doubt; inactive means no such curve, though single readings can be large; an effect the other way counts as inactive or inconclusive. Potency means the concentration at half of the fitted maximal effect. A portion of the library (hit frequency here may not be typical).
SMILES,ELG1 genotox,FLuc counter,MBNL1-CUG inh,Rab9 promoter act,uPA surface inh,NPC1 prom act,MLL CXXC-DNA inh,RORg inh,VP16 counter,BRCA1 expr up,p53 reactivator
Cc1nc2scc(C)n2c(=O)c1S(=O)(=O)N1CCN(c2ccccn2)CC1,-6%,2%,-3%,0%,0%,19%,0%,2%,1%,-27%,-2%
Cc1cc(NCc2ccccn2)n2ncc(-c3ccc(Cl)cc3)c2n1,6%,11µM*,/,?,0%,?,33%[activator],0.045µM*,0.63µM*,18%,?
O=C(CSc1nnc(Cn2nnc(-c3ccccc3)n2)n1-c1ccccc1)Nc1ccccc1,-31%[inhibitor],1%,5%,6%,1%,0%,1%,38%,6%,3%,2%
COc1cccc(C(=O)NC2CCCC2)c1,5%,-9%,-6%,21%,-3%,2%,-20%,33%,-3%,44%,-8%
COc1cccc(NC(=S)N(CCc2nc3cc(C)c(C)cc3[nH]2)Cc2cccnc2)c1,0%,0%,9%,-1%,-9%,2%,2%,-23%,-1%,0%,-2%
CCCOc1ccc(C(=O)C(CN2CCOCC2)c2ccccc2)cc1 (configuration not stated),-12%,3%,2%,-26%,-15%,-16%,-1%,13µM*,?,-99%,-24%
CCCOc1ccc(-c2csc3ncn(Cc4ccc(C(=O)O)cc4)c(=O)c23)cc1,-4%,?,-1%,-9%,-10%,0%,28%,38%,11%,2%,-2%
COc1ccccc1CNC(=O)C1CCN(S(=O)(=O)c2ccc3c(c2)C(C)(C)C(=O)N3C)CC1,8%,3%,2%,0%,-7%,-5%,-6%,29%,4%,-6%,/
COc1ccc(N(C(=O)CNS(=O)(=O)c2ccccc2)C(C(=O)NCc2ccco2)C(C)C)cc1 (configuration not stated),-2%,-2%,2%,0%,-1%,-5%,35%[activator],30%,-16%,5%,-6%
O=C(Nc1ccc(NC(=O)c2cccs2)cc1)c1ccc2c(c1)OCCO2,?,-7%,6%,-16%,14%,-4%,0%,-17%,5%,-47%,-2%
COc1ccc(C(=S)N(C)C)cc1OC,2%,-3%,-8%,-1%,0%,-1%,2%,9%,-10%,0%,-1%
O=C(CSc1ccc(Cl)cc1)NNC(=O)c1cccnc1,2%,-6%,2%,-3%,-3%,-6%,-29%,-1%,-11%,-19%,-1%
O=C(NCCC1=CCCCC1)c1ccc(-n2cncn2)cc1,?,15µM*,/,3.2µM*,?,3.5µM*,/,/,/,3.2µM*,?
Cc1ccc(OCCOC(=O)c2c(-c3ccccc3)noc2C)cc1,-11%,1%,-5%,0%,-4%,-6%,29%,?,2%,-28%,2%
O=C(COC(=O)c1ccc(O)cc1O)c1ccc(Cl)cc1,13%,17µM*,/,0%,0%,13%,/,/,/,?,24%
Cc1ccsc1C(=O)N1CCC(CO)(Cc2ccccc2)CC1,1%,-1%,1%,2%,1%,-3%,0%,10µM*,?,4%,-2%
CC(C)(C)OC(=O)CNC(=O)c1[nH]cnc1C(=O)N[C@@H](Cc1ccccc1)C(=O)OC(C)(C)C,-10%,0%,-4%,-10%,14%,-6%,-6%,?,13µM*,-25%,3%
N#Cc1c(N(CCO)CCO)nc(N)c2c(N)nc3c(c12)CC(=O)N3CC1CCCO1 (configuration not stated),-2%,-1%,/,-1%,-1%,1%,-7%,8%,3%,7%,-1%
CSc1ccc(Cl)c(C(=O)OCC(=O)Nc2ccccc2OC(F)F)c1,1%,-17%,10%,-5%,3%,-2%,-5%,2%,-2%,-20%,-4%
CC[N+](CC)(CC)CCOc1cccc(OCC[N+](CC)(CC)CC)c1OCC[N+](CC)(CC)CC,0%,4%,/,-2%[46.1 µM],-16%,3%[46.1 µM],13%&3%,3%[10 µM],0%,3%,4%
COc1ccc(C(=O)SC2=NCCS2)cc1,2%,11%,-14%,0%,-3%,-3%,159%[activator],?,?,26%,-9%
COc1ccc(CCNC(=O)C(C)Sc2ccc(C)cc2)cc1OC (configuration not stated),-1%,1%,-7%,-2%,-4%,4%,17%,-15%,?,-35%,-6%
NC(=O)c1nsc(C(=O)N(c2ccc(Cl)cc2)C(C(=O)NCC2CCCO2)c2cccs2)c1N (configuration not stated),-2%,-2%,15%,-3%,-1%,0%,-2%,15%,-10%,-35%,-6%
Cc1cc(C)cc(N(CC(=O)NCc2ccco2)C(=O)CCC(=O)Nc2nccs2)c1,-1%,4%,-1%,-3%,4%,-12%,-7%,-10%,2%,-13%,3%
O=C(CNS(=O)(=O)c1cccc2nonc12)NCc1ccc(F)cc1,1%,-1%,?,0%,2%,-1%,21%,21%,4%,-18%,-7%
COc1cc2[nH]c(=S)nc(NCCc3ccc(S(N)(=O)=O)cc3)c2cc1OC,3%,3%,-1%,-5%,0%,-2%,2%,0%,-13%,-3%,-3%
COc1ccccc1C/C(N)=N/OC(=O)COc1cccc(C)c1,0%,3%,-7%,-8%,5%,-2%,-1%,12%,-2%,-3%,-8%
COc1nc(OC)nc(N2CCC(C(=O)NCC3CCCCC3)CC2)n1,-6%,-2%[2.3 µM],11%,3%,/,1%,4%,8%,-12%,3%,-6%
O=C(COC(=O)c1cnccn1)Nc1ccccc1-c1ccccc1,2%,6%,/,-1%,-2%,-2%,/,/,/,-16%,3%
CCc1ccc(NC(=O)c2noc(C(C)C)c2[N+](=O)[O-])cc1,13%,?,-4%,22%,-28%,1%,16%,14%,-26%,60%,?
Cc1cc(Br)ccc1NC(=O)CN(C)C(=O)c1ccc(-n2cncn2)c([N+](=O)[O-])c1,-4%,0%,/,11%,-24%,-1%,/,/,/,-5%,-1%
O=C(CCCn1c(=S)[nH]c2cc3c(cc2c1=O)OCO3)N1CCN(c2ccccc2F)CC1,-15%,-1%,-3%,-6%,/,-4%,11%,13µM*,7.9µM*,-6%,5%
COc1ccc(CCNC(=O)Cc2cccs2)cc1OC,0%,5%,-18%,-2%,1%,-5%,-4%,4%,-4%,0%,2%
Cc1oc2ccc(O)c(CN3CCOCC3)c2c1C(=O)c1ccc(Cl)cc1,-12%,-1%,-7%,?,5%,?,-3%,25%,-18%,-29%,2%
Cc1ccc2oc(=O)c3cnn(CC(=O)N(CCCN4CCOCC4)Cc4ccco4)c3c2c1,-2%,-3%,-12%,-6%,4%,0%,-2%,32%,-9%,-5%,-4%
CN(C)S(=O)(=O)N1CCN(c2ccc([N+](=O)[O-])c(N3CCCCC3)c2)CC1,-1%,-3%,?,-7%,-2%,0%,-10%,?,21%,12%,1%
Cc1c(N)cc[n+](CC(=O)c2ccccc2)c1C,0%,0%,-2%,-4%,-1%,-4%,2%,-8%,14%,-52%,1%
CCCC(=N)C1=C(O)CC(CC(C)SCC)CC1=O (configuration not stated),2%,2%,-6%,12%,0%,0%,0%,-4%,-9%,30%,25%
O=C(CSc1nc2ccccc2[nH]1)N/N=C/c1ccncc1,2%,-3%,15%,-1%,8%,0%,41%[activator],-7%,-4%,1%,-1%
CC(=O)Oc1cc2c3c(c1)/C(=C1/SC(=S)NC1=O)C(=O)N3C(C)(C)C=C2C,2%,-2%,7%,-6%,7%,3%,21%,-4%,-16%,-13%,8%
CC1C(C#N)=C(N)OC2=C1C(=O)CCC2 (configuration not stated),0%,-1%,-3%,7%,-5%,-2%,8%,4%,4%,-6%,-1%
CCCn1c(N)c(C(=O)CSc2nnc(Cc3ccccc3)o2)c(=O)n(C)c1=O,-9%,1%,-1%,-14%,-4%,-14%,-2%,?,?,-75%,18%
COc1cccc(/C=C/C(=O)OCC(=O)c2ccc(C)c(C)c2)c1OC,0%,?,/,-3%,-3%,1%,/,/,/,35%,12%
COc1ccc(OC)c(NC(=O)CCC(=O)Oc2ccc(C)cc2)c1,-4%,-1%,-8%,1%,7%,2%,-2%,1%,-3%,23%,-8%
CC1(C)C(=O)Nc2ccccc2N1C(=O)Cn1ncc(Cl)c(Cl)c1=O,-14%,-3%,/,-9%,?,-28%,-6%,?,?,-61%,-10%

# Screening data (PubChem BioAssay)
